Assay outcomes as filed in PubChem BioAssay.
LGR2 inh = inhibitors of bursicon-induced Drosophila LGR2 receptor cAMP signaling; inhibition, % at 9.99 µM; AID 720647; HEK293 LGR2, CRE-luciferase, bursicon-stimulated, 4 h; 380,000 compounds, 0.35% hits;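 active means drop in luminescence signal, shown as inhibition above about 50% in the replicate tests, limit read from the data, passing the limit was not always enough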;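 further: agonist challenge used bursicon conditioned medium at about half maximal strength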
Cneo AK release = causes C. neoformans cell lysis | adenylate kinase release luminescence, 4 h; normalised: neutral wells 0, clomiphene wells 100 | lysis activity, % at 15 µM | 360,000 compounds, 0.2% hits;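 active means mean lysis activity across replicates of at least 80%, whatever share of replicates individually reach that level; inactive means mean lysis activity below 80%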
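Signal: Adenylate kinase release luminescence | Assay system: Log-phase Cryptococcus neoformans yeast cells | Input: Cells at 5 × 10^6 per mL | Buffer or medium: Fresh YPD growth medium | Compound: Single dose | Schedule: Static 4 h at 37 °C with compound, 1 h detection | Controls: Clomiphene | Read-out: Luminescence rise reflecting yeast cell lysis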
miR-122 sensor = miR-122 inhibition in Huh7 cells | Huh7 miR-122 Renilla luciferase sensor, 48 h; neutral wells = 0, positive control = 100 | activation (reporter increase), % at 12.5 µM | 340,000 compounds, 0.3% hits | AID 602342;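 active means mean replicate activation score at least 90 and every replicate individually at or above 90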;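 further: higher luciferase means less miR-122 activity so hits act as miR-122 inhibitors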
Casp6 inh = caspase-6 (human) enzyme inhibition; purified caspase-6, Z-VEID-R110 cleavage fluorescence; inhibition, % at 12.5 µM; 350,000 compounds, 0.53% hits; P55212;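 active means mean inhibition across replicates at least about 35%, with every replicate also reaching that limit, limit read from the data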;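 further: 0% = median of neutral control wells and 100% = no fluorescence left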
Target sequence (P55212 24-179 limits assumed): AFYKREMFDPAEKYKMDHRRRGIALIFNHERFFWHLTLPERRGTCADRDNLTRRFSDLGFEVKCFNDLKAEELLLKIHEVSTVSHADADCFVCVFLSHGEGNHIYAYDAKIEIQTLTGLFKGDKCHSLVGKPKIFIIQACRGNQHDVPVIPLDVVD
Target sequence (P55212 194-293 limits assumed): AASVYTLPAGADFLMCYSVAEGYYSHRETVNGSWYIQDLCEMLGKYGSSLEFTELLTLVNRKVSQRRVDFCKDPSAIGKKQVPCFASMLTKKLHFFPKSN
PAX8 inh HTS = lowers PAX8-driven luciferase in RMG-I cells; RMG-I TPO-luciferase reporter, SteadyGlo, 24 h; inhibition, % at 12.6 µM; 360,000 compounds, 1.2% hits;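 active means mean replicate inhibition at least 60% with every replicate also reaching 60%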;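 further: luciferase light reporting Pax8 driven TPO promoter activity; plate controls were median of neutral control wells for no effect and mitoxantrone controls for full effect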
PGC1a acetyl inh = lowers PGC1a acetylation signal in U2OS cells; AlphaScreen anti-acetyl-lysine; with virally co-expressed GCN5 acetyltransferase; inhibition, % at 15.6 µM; 350,000 compounds, 0.17% hits; AID 651687;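 active means every replicate shows inhibition of at least 40%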;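 further: 0% = neutral control wells and 100% = positive control wells; some results beyond the cut were filed as inactive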
FN deposition inh = fibronectin deposition inhibition. AH1F fibroblasts, Alexa488-fibronectin deposition fluorescence, overnight. inhibition, % at 12.6 µM. 350,000 compounds, 0.086% hits;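 active means mean inhibition across replicates of 30% or more, regardless of how many single replicates reach that level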;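 further: positive control wells lacked labelled fibronectin entirely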
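Measured by – fluorescence 485/525 nm · System – AH1F fibroblast monolayer, labelled fibronectin deposition · Amount – 10000 cells per well · Buffer or medium – serum-reduced DMEM (2% serum) · Doses – single dose, pinned · Also added – fluorescent fibronectin at 24 nM final · Schedule – 1 h cell attachment, overnight exposure to compound and label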
EWS-Fli block = blocks EWS/Fli oncoprotein-driven transcription | A673 NR0B1-luciferase reporter, viability-normalised | inhibition, % at 12.6 µM | 350,000 compounds, 0.67% hits | AID 651661;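 active means mean inhibition of at least 50% after viability correction, with every replicate also passing that limit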;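 further: firefly luciferase signal divided by Alamar Blue viability fluorescence both relative to DMSO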
Numbers without * were called inactive; . = not tested or not shown; [ ] = remark or other dose. Rows were taken by chance; overall some 2.5% were active at least once.

SMILES | LGR2 inh | Cneo AK release | miR-122 sensor | Casp6 inh | PAX8 inh HTS | PGC1a acetyl inh | FN deposition inh | EWS-Fli block
O=C(NCCc1c[nH]c2ccccc12)C1CCN(c2nnc(N3CCCC3=O)s2)CC1 | 31 | 6 | -2 | . | . | 1 | . | .
CCCNC(=O)C[C@H]1C[C@@H]2c3cc(NS(=O)(=O)c4cccc(OC)c4)ccc3O[C@@H]2[C@@H](CO)O1 | -8 | 29 | 1[16.7 µM] | 2 | . | 9 | -20 | 1
CC(C)CNC(=O)COC(=O)c1ccccc1SCC(=O)NCC(C)C | -10 | 1 | . | -9 | 8 | -12 | -4 | -1
O=S(=O)(c1ccccc1)N1CCCCN2[C@H](CO)[C@H](c3ccc(-c4ccccc4)cc3)[C@H]2C1 | 3 | -3 | -10[16.7 µM] | -1 | -8 | -4 | . | -4
CN1CCN(C(=O)c2ccc3c(c2)NC(=O)C(C)(C)O3)CC1 | . | 2 | -2 | . | 11 | -1 | . | .
CCOc1ccc(CNC(=O)CCn2c(=O)oc3ccccc32)cc1 | . | -3 | 4 | . | . | 0 | -9 | .
CC(=O)N(c1cccc(Br)c1)c1nc(C)cc(C)c1C#N | . | 3 | -4 | -4 | 3 | -9 | 3 | 17
Cc1onc(-c2ccccc2)c1CNC(=O)C1COc2ccccc2O1 (configuration not stated) | 4 | . | . | 1 | -33 | -3 | 3 | 15
CCOC(=O)C1=C(CN2CCc3ccccc32)NC(=O)NC1c1cccc([N+](=O)[O-])c1 (configuration not stated) | 0 | -1 | 11 | . | . | 3 | 8 | .
O=C(CCCC(=O)c1ccccc1)NCCc1ccccc1F | -6 | -2 | 10 | -6 | 16 | -9 | 3 | 5
COc1ccc(/C=C2\SC(=S)N(CCC(=O)Nc3cccc(O)c3)C2=O)cc1 | . | 2 | -4 | 1 | -18 | -1 | -2 | -38
COC(=O)CCN(C1CCCCC1)S(=O)(=O)c1ccc(S(=O)(=O)NC2CCCCC2)cc1 | . | -1 | 10 | . | . | -9 | -8 | .
COC(=O)c1ccc(COC(=O)CCS(=O)(=O)c2ccc(C)cc2)cc1 | -9 | . | . | -1 | -7 | . | 3 | 3
CO[C@@H]1CN(C)C(=O)c2ccc(NS(=O)(=O)CC(F)(F)F)cc2OC[C@@H](C)N(C)C[C@@H]1C | 7 | 0 | . | 2 | -1 | 6 | 7 | 4
O=C(C1CCOCC1)N1CC2(C1)[C@@H](c1ccccc1)[C@@H](CO)N2Cc1ccccc1F | 22 | . | . | -1 | -8 | -5 | -23 | -8
COc1ccc(N2CCN(C(=O)c3c(Cl)cnn3C)CC2)cc1 | 4 | -3 | -4 | 2 | -3 | 2 | 0 | 7
Cc1ccc(C(=O)N/N=C(/CC(=O)c2cccs2)C(F)(F)F)cc1 | -15 | 4 | 1 | -2 | 8 | . | -1 | -3
CCOC(=O)c1ccc(S(=O)(=O)N2CCC(N3CCCCCC3)CC2)cc1 | 1 | 2 | -5 | -16 | -10 | 10 | 3 | 25
CCCC(=O)OCC(=O)c1[nH]c(C)c(C(C)=O)c1C | 1 | 1 | -5 | 7 | -6 | 4 | 11 | -9
CCCCn1c(-c2csc(CCC)c2)n[nH]c1=S | 21 | . | . | 0 | 4 | 6 | -3 | 1
O=C(COc1ccc(Cl)cc1)NCCN1CCCC1 | 9 | 2 | -6 | -50 | -11 | -7 | 2 | -2
Cc1ccnc(NC(=O)CCC(=O)N(CC(=O)NCc2ccccc2)Cc2ccco2)c1 | -4 | . | . | 0 | -10 | 4 | 5 | -2
COc1ccc(N2C(=O)[C@@H]3C(c4cccnc4)=NO[C@@H]3C2=O)cc1 | 16 | -1 | -4 | 3 | 10 | 10 | 11 | 13
CC(C)Cc1nnc(NC(=O)CCC(=O)N2CCN(c3ccccc3)CC2)s1 | -5 | 0 | -2 | -2 | 11 | 7 | -6 | -1
CCOC(=O)Cc1csc(NC(=O)COc2ccc(C)cc2)n1 | 19 | -4 | -12 | 1 | 14 | . | -2 | -3
COc1ccc(-n2nc3c(c2NC(=O)c2cc(Br)ccc2Cl)CS(=O)C3)cc1 (configuration not stated) | -4 | 1 | -5 | -1 | 11 | -9 | 9 | 1
C[C@@H]1CN([C@@H](C)CO)C(=O)Cc2cc(NC(=O)c3ccncc3)ccc2O[C@@H]1CN(C)C(=O)Nc1ccccc1 | 2 | . | -6[16.7 µM] | . | -16 | -1 | . | -133
C[C@H]1CN([C@@H](C)CO)C(=O)Cc2cc(NC(=O)NC3CCCCC3)ccc2O[C@@H]1CN(C)C(=O)Nc1ccc(F)cc1 | 12 | 0 | -5[16.7 µM] | 0 | -28 | -1 | 4 | 11
C[C@@H]1CCCCO[C@H](CN(C)C(=O)c2ccncc2)[C@H](C)CN([C@@H](C)CO)C(=O)c2cc(N(C)C)ccc2O1 | . | -1 | -5[16.7 µM] | -1 | 0 | 18 | . | 5
CCOC(=O)C1CCN(C(=O)c2cc(C(C)(C)C)nn2Cc2ccccc2)CC1 | . | 1 | -6 | 6 | 3 | -20 | -1 | 12
CC(=O)N1[C@@H]2c3ccc(-c4cccc(F)c4)c(=O)n3C[C@H]1[C@H](CO)[C@H]2C(=O)NCC1CC1 | -8 | 3 | -2[16.7 µM] | 1 | -8 | . | . | -2
CS(=O)(=O)c1ccc2nc(NC(=O)C3CC3)sc2c1 | 18 | 12 | -2 | -1 | -40 | -6 | 17 | -4
Cc1c(OC(C)C(=O)NC(Cc2c[nH]c3ccc(O)cc23)C(=O)O)ccc2c1oc(=O)c1ccccc12 (configuration not stated) | 2 | -1 | 2 | 8 | . | 2 | . | -2
N#Cc1c(-c2ccccc2Cl)cc(C2CC2)nc1N | . | 0 | -2 | . | -136 | -3 | 2 | .
COc1ccccc1OCC(=O)NNc1c2ccccc2nc2ccccc12 | . | . | . | -4 | -12 | -9 | -6 | 0
C[C@H](CO)N1C[C@H](C)[C@@H](CN(C)C(=O)Nc2ccccc2C(F)(F)F)OCc2cn(nn2)CCCC1=O | 5 | -2 | -2[16.7 µM] | -2 | -4 | 0 | 1 | 4
COc1cccc(CNCc2ccccn2)c1OC | . | -1 | -1 | . | . | -14 | 3 | .
C[C@@H]1CCCCO[C@@H](CN(C)S(=O)(=O)c2ccc(Cl)cc2)[C@H](C)CN([C@@H](C)CO)C(=O)c2cc(NS(C)(=O)=O)ccc2O1 | -3 | 2 | -3[16.7 µM] | 2 | -7 | 3 | . | -11
COc1cccc(NC(=O)CN(C)C(=O)C(C)Sc2ccccc2)c1 (configuration not stated) | 7 | -1 | -1 | -2 | 19 | . | 2 | 3
C#CCN(C[C@@H]1[C@@H](OC(=O)NCc2ccccc2)[C@@H](OC(=O)NCc2ccccc2)CN(C(=O)OC(C)C)N1C(=O)OC(C)C)S(=O)(=O)c1ccc(C)cc1 | 2 | 0 | 1 | 1 | 35 | 11 | 1 | 10
CCOC(=O)CN(C(=O)CSc1nnc2c(n1)[nH]c1ccccc12)c1ccccc1 | . | -10 | 7 | . | . | 0 | -22 | .
COc1cccc(CNC(=S)Nc2cc(OC)ccc2OC)c1 | 4 | 1 | 11 | 3 | 6 | -2 | 5 | 6
CCC(C)c1ccccc1N1CC(C(=O)N2CCN(c3ccccc3)CC2)CC1=O (configuration not stated) | -1 | . | . | 1 | . | . | -3 | 2
CO[C@H]1CN(C)C(=O)c2ccc(NC(=O)C3CC3)cc2OC[C@@H](C)N(C(=O)CN2CCOCC2)C[C@H]1C | 10 | -2 | . | -4 | 9 | -2 | 7 | -1
O=C(NNC(=O)c1ccccc1F)c1cccs1 | 9 | 0 | -5 | -1 | -75 | . | -1 | -18
O=S(=O)(c1ccccc1F)N1CCN(CC(O)c2ccccc2)CC1 (configuration not stated) | . | 5 | -8 | 1 | -7 | 7 | -1 | 9
COc1cc(C(=O)Nc2ccn(C)n2)ccc1OC(F)F | -19 | 7 | -2 | -1 | -100 | 1 | 9 | -33
COc1ccc(NC(=O)Nc2ccc3c(c2)C(=O)N([C@@H](C)CO)C[C@@H](C)[C@@H](CN(C)S(=O)(=O)c2cccs2)OCCCC[C@H](C)O3)cc1 | 3 | -2 | 4[16.7 µM] | 0 | . | 17 | . | -3
